RXFP1 antagonist = blocks the human relaxin receptor RXFP1; Q9HBX9; HEK293-RXFP1, relaxin-stimulated cAMP HTRF, 30 min; hits give low values; activity change, negative = inhibition, % at 57.5 µM; 0.59% of 350,000 active; AID 1259400;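 active = activity change of -60% or lower, but not beyond a set lower limit; inconclusive = change between -60% and -40%, or beyond the set limit; inactive = change above -40%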; note: % is set by controls: 0 for no effect and ±100 for the full control effect
TRHR PAM = allosterically enhances the human TRH receptor | P34981 | TRHR cells, fluo-8 calcium fluorescence, EC20 TRH enhancement | AID 493056 | enhancement, % at 2 µM | 0.66% of 360,000 active; in the data active = enhancement above about 30%; note: 0% is about no effect
Target sequence (P34981 whole entry, looked up): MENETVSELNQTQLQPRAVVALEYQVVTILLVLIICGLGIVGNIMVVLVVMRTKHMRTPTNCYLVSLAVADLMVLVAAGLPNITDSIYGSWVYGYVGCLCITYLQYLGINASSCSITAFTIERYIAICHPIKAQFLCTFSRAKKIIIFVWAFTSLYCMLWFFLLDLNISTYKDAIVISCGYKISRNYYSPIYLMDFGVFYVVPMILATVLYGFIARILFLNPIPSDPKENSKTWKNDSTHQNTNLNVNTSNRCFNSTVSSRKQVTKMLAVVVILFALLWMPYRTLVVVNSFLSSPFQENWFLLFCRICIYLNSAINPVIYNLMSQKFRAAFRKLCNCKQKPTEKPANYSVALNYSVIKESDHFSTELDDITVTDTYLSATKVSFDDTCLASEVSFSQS
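Enhancer read-out: after compound pinning and an initial kinetic agonist-mode read, an EC20 of TRH (10 nM final) was injected and fluo-8 calcium signal (Ex 480/Em 530) followed at 1 s/cycle for 100 cycles in TRHR-expressing cells.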
D1 ag = human D1 receptor agonism. P21728. HEK293 T-REx D1 cells, calcium flux, agonist mode. activation, % at 2 µM. 1% of 360,000 active; in the data active = activation above about 30%; note: 0% is about no effect
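Agonism was scored from calcium flux recorded over 180 s (1 read/s) after pintool compound addition, following a 10-cycle baseline. Cells were inducible force-coupled HEK293 TREx D1, plated overnight at 30 C and loaded with no-wash calcium dye.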
D2 agonist = activates the human D2 dopamine receptor; P14416; HEK293 T-REx D2 cells, calcium flux agonist mode; activation, % at 2 µM; 0.53% of 340,000 active; AID 485358;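 active = activation over 3 SD above normal in the single-dose calcium agonist read, cut at about 30% in these data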; note: 0% is about no effect
Target sequence (P14416 whole entry, looked up): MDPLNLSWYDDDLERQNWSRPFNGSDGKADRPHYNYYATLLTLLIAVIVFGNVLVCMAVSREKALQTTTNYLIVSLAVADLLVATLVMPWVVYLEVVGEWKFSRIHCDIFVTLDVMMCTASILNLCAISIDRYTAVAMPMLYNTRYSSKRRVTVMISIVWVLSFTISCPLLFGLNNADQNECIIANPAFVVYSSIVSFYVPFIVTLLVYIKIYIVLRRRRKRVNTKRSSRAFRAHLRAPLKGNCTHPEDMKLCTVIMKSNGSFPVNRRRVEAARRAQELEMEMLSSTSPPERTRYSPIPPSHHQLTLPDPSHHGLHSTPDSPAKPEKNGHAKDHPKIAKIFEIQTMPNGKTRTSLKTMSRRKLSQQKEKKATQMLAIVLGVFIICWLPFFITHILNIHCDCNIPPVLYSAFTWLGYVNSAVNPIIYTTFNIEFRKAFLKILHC
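HEK293 Trex D2 cells, tetracycline-induced, o/n 30 C 5% CO2; no-wash Ca dye, RT 30–90 min; 10-cycle baseline, 23 nl cpd added, kinetic Ca read 180 s; agonist hits = positive Ca response.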
RXFP1 agonist = activates the human relaxin receptor RXFP1; Q9HBX9; HEK293T-RXFP1 cAMP TR-FRET, 30 min; response scale: percent of porcine relaxin response, buffer zero; Potency, µM (top dose mostly 57.5 µM), without a hit: at the top dose activation, hits mostly activators; 0.3% of 370,000 active; active = well fitted activation curve with a large enough effect; inconclusive = small, poorly fitted or top-dose-only effect; note: potency is the fitted concentration of half-maximal effect; % is set by controls: 0 for no effect and ±100 for the full control effect; nearly all actives have a fitted effect of over 60% in size; many of its hits are not listed in these tables
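Agonist response is measured as cAMP accumulation in an RXFP1-transfected HEK293T line under PDE4 inhibition. Values are scaled between buffer-only and 29 nM porcine relaxin, and EC50s come from standard Hill equation fits.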
D1 potentiator = enhances dopamine response at the human D1 receptor; P21728; HEK293 TREx D1 cells, calcium flux, dopamine EC20 potentiation; potentiation, % at 10 µM; 0.036% of 360,000 active; in the data active = potentiation above about 30%; note: 0% is about no effect
D2 antagonist = antagonizes the human D2 dopamine receptor | 2% of 340,000 active | AID 485344 | inhibition, % at 10 µM | HEK293 TREx D2 cells, calcium flux, dopamine EC80; in the data active = inhibition above about 30%; note: 0% is about no effect
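Tetracycline-induced HEK293 TREx cells expressing D2 receptor forced-coupled to calcium signalling, loaded with no-wash calcium dye. Compounds added and calcium flux read 180 s, then dopamine added at EC80 and read a further 180 s.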
D2 potentiator = positively modulates the human D2 dopamine receptor allosterically. potentiation, % at 10 µM. 0.34% of 340,000 active. AID 485347. HEK293 T-REx D2, calcium flux, EC20 dopamine potentiation. P14416;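 active = potentiation over 3 SD above the plate norm, cut at about 30% in these data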; note: 0% is about no effect
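Potentiation of an EC20 dopamine calcium response is measured in a force-coupled, tetracycline-inducible Hek293 Trex D2 line. Compound-only kinetic reads over 180 s flag agonists before dopamine addition.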
D1 antagonist = antagonists of human D1 dopamine receptor; P21728; activity change, negative = inhibition, % at 10 µM; 3.2% of 360,000 active; HEK293 TREx D1 cells, calcium flux, dopamine EC80; hits give low values; in the data active = activity change below about -30%; note: % is set by controls: 0 for no effect and ±100 for the full control effect
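After overnight tetracycline induction at 30 C, force-coupled D1 HEK293 cells took up a no-wash calcium dye at room temperature. Compounds were added and monitored 180 s, and the response to EC80 dopamine was then recorded.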
An asterisk follows results filed as active; ? = inconclusive; . = no result given; & = joins results of further samples. A portion of the library (hit frequency here may not be typical).

SMILES	RXFP1 antagonist	TRHR PAM	D1 ag	D2 agonist	RXFP1 agonist	D1 potentiator	D2 antagonist	D2 potentiator	D1 antagonist
CCOC(=O)c1cc2c(c(CSc3nc4ccccc4c(=O)n3Cc3ccco3)c1)OCOC2	-9	-6	4	0.6	0.7%	5	31*	0	5
COc1cccc(-c2nc(CS(=O)(=O)CC(=O)NCCc3ccc(OC)cc3OC)c(C)o2)c1	5&-30	-14&-10	7&5	0.2&-0.6	1.1%&-0.3%	-8&-3	3	-3&21	1&-9
CCCC(=O)Nc1nnc(Sc2ccc(N(C)C)cc2)s1	7	1	5	0.7	-1.2%	-5	-7	.	4
CCn1nc(NC(=O)c2ccncc2)c2cc3cc(C)ccc3nc21	-9	3	-2	-0.3	0.7%	1	-3	34*	6
COc1ccc(CNC(=O)CNC(c2ccccc2)c2ccccc2)cc1OC	9	4	0	0.0	2.3%	-3	-10	-6	15
COc1ccccc1NC(=O)CSc1nnc(NC(=O)C2CC2)s1	-2	-11	-1	0.5	-0.1%	-5	17	-8	1
O=C(CSc1ncc2c(n1)-c1ccccc1N(Cc1ccc(F)cc1)S2(=O)=O)NCCc1ccccc1	5	-5	1	0.3	?	0	.	-2	23
CCN(CC)c1nc(N2CCOCC2)nc2ccccc12	0	-2	5	0.8	1.0%	5	-5	2	-18
COc1cccc(/C=N/NC(=S)Nc2cccc(C(=O)O)c2)c1O	-7	-8	4	0.4	2.4%	-2	-6	1	6
CCOC(=O)CSc1nc2ccccc2c(=O)n1CC	0	5	0	.	1.8%	-5	.	.	7
CCCCn1c(N)c(N(CCOC)C(=O)CN(C)S(=O)(=O)c2ccc(C)cc2)c(=O)[nH]c1=O	-7	0	0	-0.4	0.2%	2	0	-4	0
Cc1cc(C)cc(NC(=O)C(=O)NCC2CCCO2)c1 (configuration not stated)	-2	-1	2	-1.8	-0.2%	4	-12	-3	10
O=C(CCCCCNc1nc(=S)[nH]c2ccccc12)NCCc1ccc(Cl)cc1	-65*	3	0	-0.1	6.5%	-2	-19	-17	13
COc1ccc(NS(=O)(=O)c2ccc3c(c2)n(C)c(=O)n3C)cc1	-24	-2	12	-0.6	-0.6%	5	7	8	5
O=C(NCc1cccnc1)C(=O)Nc1ccc([N+](=O)[O-])cc1	-12	0	1	4.0	2.5%	-5	-22	-3	-21
CCCCn1c(N)c(N(CCOC)C(=O)COC(=O)c2cc(CCC)c(C)s2)c(=O)[nH]c1=O	2	1	0	-0.1	0.2%	-7	-3	0	-3
N#Cc1cc2sc3nnc(-c4ccncc4)n3c2cc1C#N	11	1	2	.	20%	1	.	.	-5
COc1ccc(CN2CCN(S(=O)(=O)c3ccc(F)cc3)CC2)c(OC)c1OC	-1	1	2	-1.3	0.5%	-2	-2	-3	-11
Cc1ccc(OCC(=O)Nc2ccc(Cl)c(-c3nc4ccccc4[nH]3)c2)cc1C	-8	22	-1	.	1.6%	2	.	10	-21
COc1ccc(OC)c(Nc2cc(C(=O)NCc3ccccc3)c3ccccc3n2)c1	.	7	0	1.3	-0.4%	2	.	3	-80*
CN(CC(=O)Nc1ccc(F)c(F)c1F)C(=O)CCN1C(=O)C2CCCCC2C1=O (configuration not stated)	-2	-1	9	1.2	1.6%	.	10	-8	-2
Cc1ccc(C(=O)c2c3ccc([N+](=O)[O-])cc3[n+]([O-])n2CCCN)cc1	.	-1	0	0.0	0.2%	-6	1	-5	-2
CN(C)CCNC(=O)/C=C/c1cn(-c2ccccc2)nc1-c1cc2ccccc2oc1=O	-2	4	5	0.5	18%	1	-7	-7	12
COc1ccc(/C(C)=N/N=C2/NC(=O)CC(C(=O)O)S2)cc1 (configuration not stated)	-2	-3	1	0.7	0.1%	-4	13	7	-6
CCCCC(=O)NC1(C(F)(F)F)NC(=O)N(Cc2ccccc2)C1=O (configuration not stated)	13	7	2	1.1	-1.6%	-2	-7	6	-16
CC(=O)Nc1sc2c(c1C(c1ccc(F)cc1)N1CCOCC1)CCCC2 (configuration not stated)	-37	4	1	0.0	2.9%	1	-4	-4	3
COc1cc(OC)cc(C(=O)OCc2cc3ccccc3[nH]c2=O)c1	-2	22	0	0.4	1.7%	-12	-26	6	-40*
O=C(O)CNC(=O)CC1S/C(=N/N=C2/NC(=O)CS2)NC1=O (configuration not stated)	2	-2	7	0.8	1.4%	-5	-2	-4	-30*
Cc1ccc2[nH]c(O)c(N=Nc3nc4ccccc4s3)c2c1	7	-2	2	-0.1	0.0%	-1	14	-7	4
Oc1ccc(Br)cc1C1C=C(c2ccc3c(c2)OCO3)NC(c2ccc(F)c(Br)c2)N1 (configuration not stated)	.	-3	19	.	.	-3	.	.	-24
CCCc1cc(=O)oc2cc(C)cc(OCC(=O)Nc3cccnc3)c12	-8	1	4	-0.1	1.7%	-6	5	-13	0
Cc1cccc(NC(=S)NNC(=O)c2csc(C)c2)c1	14	7	0	-0.1	1.4%	-6	-12	10	1
Cc1cc(Cl)ccc1OC(C)C(=O)N1CCCN(C(=O)C(C)Oc2ccc(Cl)cc2C)CC1 (configuration not stated)	-16	-6	3	0.6	2.3%	-3	-9	1	-19
O=C(Cc1cccs1)N/N=C\c1ccc([N+](=O)[O-])s1	2	-6	3	1.3	0.7%	-9	-12	12	-9
O=C(CN1CCN(Cc2ccccc2)CC1)Nc1cccc(S(=O)(=O)N2CCCCCC2)c1	?	9	8	-0.2	3.2%	-1	8	-18	-8
Cc1ccccc1-n1nc2c(c1NC(=O)c1cc3ccccc3o1)CS(=O)(=O)C2	-1	-2	3	0.4	-0.2%	-1	22	-9	-23
CC(=O)CSc1nc2cc3c(cc2cc1C#N)OCCO3	-1	0	2	3.1	28%	-3	9	8	-2
N#CC1=C(N)OC2=C(C(=O)CCC2)C12CCN(C(=O)OCc1ccccc1)CC2	-4	-1	3	1.4	0.3%	-4	-3	4	-6
COC(=O)N/N=C/c1cn(CCOc2ccc(OC)cc2)c2ccccc12	-1	-8	3	-0.9	1.0%	-13	-3	4	-18
O=C(COC(=O)c1ccc(F)cc1)NCCCc1ccccc1	8	1	0	-0.6	-1.6%	0	-6	10	7
COc1ccc(CN2CCN(CC=C(C)C)C(CCO)C2)cc1Cn1cncn1 (configuration not stated)	-19	7	3	0.8	0.7%	-6	-19	0	3
Cc1ccc(O)c(C(=O)c2cnn(C(=O)COc3ccccc3C#N)c2)c1	.	-3	2	-0.9	5.2%	-3	.	-8	-4
Cc1ccc(S(=O)(=O)N(C)CC(=O)N2CCN(Cc3ccc4c(c3)OCO4)CC2)cc1	-10	-6	3	5.0	-0.4%	-6	10	.	-18
O=S(=O)(c1ccc2c(c1)CCC2)N1CCNCC1	-4	-2	2	-0.2	0.8%	0	-12	3	11
CN1CCN(CCC(=O)Nc2ccccc2)CC1	3	3	3	0.8	0.3%	3	-6	-13	-36*
CC(OC(=O)C1=COCCO1)C(=O)Nc1cccc(S(=O)(=O)N2CCOCC2)c1 (configuration not stated)	0	0	0	.	2.1%	-6	.	1	2
O=C(CCCn1c(=O)c2sccc2n(CC(=O)NCc2ccco2)c1=O)NCc1ccco1	-22	8	1	0.5	1.3%	-4	-14	-5	16
CCCCN(CCCC)C(=O)C[n+]1cccc(/C=N/O)c1	2	-3	-3	0.6	-0.1%	9	-16	12	23
O=C(c1ccccc1)N1CCc2cc(CNS(=O)(=O)c3ccc(Cl)s3)ccc21	2	-1	2	-1.4	5.9%	0	.	-2	3
COc1ccc(NC(=O)Nc2cc3oc4ccccc4c3cc2OC)cc1	.	-2	1	-0.4	3.9%	-9	-26	5	-11
Cc1cc2occ(CC(=O)Nc3nccs3)c2cc1C(C)C	-19	-2	1	-0.2	-1.6%	3	-2	-2	1
COc1cc2cc(CCOC(=O)c3ccc(F)cc3)oc(=O)c2cc1OC	.	-2	1	-0.8	2.2%	-2	1	10	.
O=C(CCC(=O)N(CC(=O)NC1CCCC1)C1CCCCC1)Nc1ccccn1	4	6	8	-0.1	2.1%	-7	-10	-14	-46*
COC(=O)[C@H](CC(C)C)NS(=O)(=O)c1ccccc1	.	0	1	-2.1	-0.1%	3	17	3	-4
CC1=NN(c2ccccc2)C(=O)C1N=Nc1ccc(N)cc1 (configuration not stated)	0	1	0	-0.6	-1.3%	9	3	0	0

14 neighbouring entries already listed, quoted:
SMILES	RXFP1 antagonist	TRHR PAM	D1 ag	D2 agonist	RXFP1 agonist	D1 potentiator	D2 antagonist	D2 potentiator	D1 antagonist
Cc1ccc(O)c(C(=O)c2cnn(C(=O)COc3ccccc3C#N)c2)c1	.	-3	2	-0.9	5.2%	-3	.	-8	-4
Cc1ccc(S(=O)(=O)N(C)CC(=O)N2CCN(Cc3ccc4c(c3)OCO4)CC2)cc1	-10	-6	3	5.0	-0.4%	-6	10	.	-18
O=S(=O)(c1ccc2c(c1)CCC2)N1CCNCC1	-4	-2	2	-0.2	0.8%	0	-12	3	11
CN1CCN(CCC(=O)Nc2ccccc2)CC1	3	3	3	0.8	0.3%	3	-6	-13	-36*
CC(OC(=O)C1=COCCO1)C(=O)Nc1cccc(S(=O)(=O)N2CCOCC2)c1 (configuration not stated)	0	0	0	.	2.1%	-6	.	1	2
O=C(CCCn1c(=O)c2sccc2n(CC(=O)NCc2ccco2)c1=O)NCc1ccco1	-22	8	1	0.5	1.3%	-4	-14	-5	16
CCCCN(CCCC)C(=O)C[n+]1cccc(/C=N/O)c1	2	-3	-3	0.6	-0.1%	9	-16	12	23
O=C(c1ccccc1)N1CCc2cc(CNS(=O)(=O)c3ccc(Cl)s3)ccc21	2	-1	2	-1.4	5.9%	0	.	-2	3
COc1ccc(NC(=O)Nc2cc3oc4ccccc4c3cc2OC)cc1	.	-2	1	-0.4	3.9%	-9	-26	5	-11
Cc1cc2occ(CC(=O)Nc3nccs3)c2cc1C(C)C	-19	-2	1	-0.2	-1.6%	3	-2	-2	1
COc1cc2cc(CCOC(=O)c3ccc(F)cc3)oc(=O)c2cc1OC	.	-2	1	-0.8	2.2%	-2	1	10	.
O=C(CCC(=O)N(CC(=O)NC1CCCC1)C1CCCCC1)Nc1ccccn1	4	6	8	-0.1	2.1%	-7	-10	-14	-46*
COC(=O)[C@H](CC(C)C)NS(=O)(=O)c1ccccc1	.	0	1	-2.1	-0.1%	3	17	3	-4
CC1=NN(c2ccccc2)C(=O)C1N=Nc1ccc(N)cc1 (configuration not stated)	0	1	0	-0.6	-1.3%	9	3	0	0
